VHR inh abs – DUSP3 (human) phosphatase inhibition | P51452 | recombinant VHR phosphatase, pNPP absorbance | inhibition, % at 13.3 µM | 290,000 tested, 0.52% active | AID 1654; in the data active means inhibition above about 50%; further: some compounds called inactive have numbers as strong as hits
BH1578 lux ind – inducers of Vibrio cholerae quorum light production without autoinducers; activation, % at 18.7 µM; V. cholerae BH1578 lux reporter, luminescence, 6 h; 350,000 tested, 0.16% active; in the data active means activation mostly above about 9.7%, no sharp cut-off; further: not every result past the cut was called active; inactives centre near 0; reference of the scale not given here
PriA SSB inh – K. pneumoniae PriA-SSBct interaction inhibition. inhibition, % at 33 µM. AID 1272365. 430,000 tested, 0.6% active. AlphaScreen SSBct-PriA binding, biotinylated peptide; in the data active means inhibition mostly above about 37%, no sharp cut-off; inactive means mostly below about 20%;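 further: plate controls were negative control peptide for no effect and reference peptide for full effect; strong numbers were not always called active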
Anthrax LF inh2 – inhibitors of Bacillus anthracis lethal factor protease; multiplex microsphere protease cleavage assay, LF; P15917; AID 588501; inhibition, % at 10 µM; 360,000 tested, 0.12% active; in the data active means inhibition above about 30%; further: plate controls were buffer without enzyme for full effect and enzyme alone for no effect
PfHsp40 yeast – rescue of PfHsp40-mediated yeast toxicity; S. cerevisiae expressing PfHsp40, growth rescue, ATP luminescence; growth rescue, % at 12.5 µM; 340,000 tested, 0.68% active; in the data active means growth rescue above about 28%, passing the limit was not always enough;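 further: yeast W303a lacking pdr1 and pdr3 grown in galactose medium; growth measured after three days at 30 °C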
Rv3671c inh – Rv3671c (M. tuberculosis) protease inhibition; P9WHR9; inhibition, % at 5.96 µM; 320,000 tested, 0.048% active; AID 2606; in the data active means inhibition above about 38%;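 further: extracellular domain of Rv3671c used as enzyme; 0% = enzyme with DMSO and 100% = no enzyme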
TcdB GH inh – inhibitors of Clostridioides difficile toxin B glycohydrolase | P18177 | TcdB glycohydrolase enzymatic assay, plate reader | inhibition, % at 9.99 µM | 350,000 tested, 0.24% active; in the data active means inhibition above about 10%
Target sequence (P18177 whole entry, looked up): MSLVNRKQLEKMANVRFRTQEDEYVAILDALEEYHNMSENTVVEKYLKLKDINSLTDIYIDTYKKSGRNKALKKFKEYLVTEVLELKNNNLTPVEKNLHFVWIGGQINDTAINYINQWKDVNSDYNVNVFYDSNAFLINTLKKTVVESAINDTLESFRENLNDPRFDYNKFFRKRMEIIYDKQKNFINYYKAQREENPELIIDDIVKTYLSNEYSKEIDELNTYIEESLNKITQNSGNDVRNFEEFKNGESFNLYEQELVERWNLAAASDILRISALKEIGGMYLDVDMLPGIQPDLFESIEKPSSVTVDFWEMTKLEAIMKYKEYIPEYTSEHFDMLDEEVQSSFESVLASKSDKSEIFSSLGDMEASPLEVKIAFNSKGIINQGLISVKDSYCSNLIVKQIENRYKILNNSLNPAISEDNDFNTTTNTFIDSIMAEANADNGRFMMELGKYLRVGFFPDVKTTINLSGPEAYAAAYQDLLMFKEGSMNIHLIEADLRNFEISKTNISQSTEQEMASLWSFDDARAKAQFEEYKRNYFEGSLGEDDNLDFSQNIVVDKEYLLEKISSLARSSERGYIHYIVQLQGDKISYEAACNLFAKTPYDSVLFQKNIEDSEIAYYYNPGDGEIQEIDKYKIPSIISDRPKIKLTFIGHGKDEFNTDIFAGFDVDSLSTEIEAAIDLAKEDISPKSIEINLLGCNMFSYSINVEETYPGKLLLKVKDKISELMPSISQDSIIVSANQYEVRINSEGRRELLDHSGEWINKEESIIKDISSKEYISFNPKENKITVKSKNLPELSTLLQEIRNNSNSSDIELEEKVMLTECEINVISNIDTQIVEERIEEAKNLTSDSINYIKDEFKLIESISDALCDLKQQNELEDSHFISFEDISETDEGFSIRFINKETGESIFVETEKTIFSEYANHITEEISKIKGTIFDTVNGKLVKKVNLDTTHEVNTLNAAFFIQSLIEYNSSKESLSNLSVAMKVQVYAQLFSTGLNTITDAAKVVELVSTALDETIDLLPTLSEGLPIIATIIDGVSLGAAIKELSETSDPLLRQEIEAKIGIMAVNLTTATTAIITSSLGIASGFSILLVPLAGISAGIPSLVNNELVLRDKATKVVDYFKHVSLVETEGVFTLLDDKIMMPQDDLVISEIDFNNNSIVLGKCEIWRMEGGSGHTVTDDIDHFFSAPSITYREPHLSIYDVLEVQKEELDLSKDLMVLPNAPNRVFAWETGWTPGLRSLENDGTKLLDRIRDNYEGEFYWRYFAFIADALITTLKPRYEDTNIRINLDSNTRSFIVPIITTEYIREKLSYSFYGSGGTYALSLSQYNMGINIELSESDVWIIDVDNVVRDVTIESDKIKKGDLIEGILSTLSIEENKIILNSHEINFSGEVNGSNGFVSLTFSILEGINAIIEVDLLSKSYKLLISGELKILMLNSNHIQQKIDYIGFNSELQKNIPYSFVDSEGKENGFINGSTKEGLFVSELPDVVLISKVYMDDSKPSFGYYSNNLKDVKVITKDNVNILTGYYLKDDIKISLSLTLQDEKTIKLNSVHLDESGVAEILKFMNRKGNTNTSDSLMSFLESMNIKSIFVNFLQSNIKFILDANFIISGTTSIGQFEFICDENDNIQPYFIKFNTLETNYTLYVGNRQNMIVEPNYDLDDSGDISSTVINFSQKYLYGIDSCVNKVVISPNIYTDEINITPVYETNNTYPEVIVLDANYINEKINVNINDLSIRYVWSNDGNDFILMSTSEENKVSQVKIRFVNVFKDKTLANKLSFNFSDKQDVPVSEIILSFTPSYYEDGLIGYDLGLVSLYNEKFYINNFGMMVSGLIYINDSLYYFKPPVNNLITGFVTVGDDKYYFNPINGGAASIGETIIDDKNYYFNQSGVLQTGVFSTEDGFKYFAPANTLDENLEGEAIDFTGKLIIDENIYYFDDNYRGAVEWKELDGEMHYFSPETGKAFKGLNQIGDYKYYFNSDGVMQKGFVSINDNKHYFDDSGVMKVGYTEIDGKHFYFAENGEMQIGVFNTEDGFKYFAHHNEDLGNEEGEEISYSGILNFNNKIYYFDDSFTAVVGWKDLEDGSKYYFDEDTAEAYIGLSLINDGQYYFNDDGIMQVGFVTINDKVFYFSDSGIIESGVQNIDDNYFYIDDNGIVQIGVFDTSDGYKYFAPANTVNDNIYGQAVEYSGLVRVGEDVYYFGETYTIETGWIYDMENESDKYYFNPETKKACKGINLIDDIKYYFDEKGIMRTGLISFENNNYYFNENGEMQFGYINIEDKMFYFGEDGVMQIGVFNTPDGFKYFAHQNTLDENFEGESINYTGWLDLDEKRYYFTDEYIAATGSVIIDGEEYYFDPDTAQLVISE
Yp Topo-I inh – Y. pestis Topo-I inhibition via cleavage products. Y. pestis Topo-I cleavage product accumulation, plate reader. activity, % at 10 µM. 360,000 tested, 0.064% active. AID 504884; in the data active means activity above about 50%, passing the limit was not always enough; further: inactives centre near 2
MazEF act – increases E. coli MazEF RNase cleavage of RNA; P0AE70; FAM/BHQ RNA-DNA oligo cleavage fluorescence, 5 h; activation, % at 20 µM; 350,000 tested, 0.32% active; in the data active means activation above about 50%
SARS 3CLpro inh – SARS-CoV 3CLpro protease inhibition | P0C6X7 | recombinant SARS-CoV 3CLpro, quenched FRET peptide cleavage | inhibition, % at 6 µM | 290,000 tested, 0.14% active; in the data active means inhibition above about 12%
* marks the source's active call; other numbers are inactive results; i = inactive; / = not tested or not shown; & = joins results of further samples. A portion of the library; count on the stated rates, not on these rows.

SMILES | VHR inh abs | BH1578 lux ind | PriA SSB inh | Anthrax LF inh2 | PfHsp40 yeast | Rv3671c inh | TcdB GH inh | Yp Topo-I inh | MazEF act | SARS 3CLpro inh
Cc1cc(NC(=O)c2cc(Cl)ccc2Cl)no1 | -6 | i | 4 | 1 | 4.6 | -1 | / | 1 | 7 | 2
O=C(Nc1ccc(-c2ccc3nncn3n2)cc1)c1ccc(Br)o1 | 1 | i | -3 | -2 | -0.7 | -8 | 1.0 | 7 | -14 | -4
Nc1cnc(Nc2ccc(Br)cc2)nc1N | 27 | i | -1 | -5 | -0.2 | -3 | 4.6 | -19 | -1 | -2
COC(=O)[C@@]12CCCCN1[C@H](c1ccc(-c3cccc(Cl)c3)cc1)[C@H]1C(=O)N(C)C(=O)[C@H]12 | / | i | -24 | -4 | -0.5 | -7 | -4.2 | 6 | -4 | /
Cc1cccc(N(C(=O)c2sc(C)nc2C)C(C(=O)NCC2CCCO2)c2ccccc2)c1 (stereo not given) | 14 | -0.3 | -9 | -3 | -0.1 | 2 | 0.9 | 18 | -1 | -2
CS(=O)(=O)c1ccc(C2=C(CNC(=O)c3ccc([N+](=O)[O-])cc3)[C@H]3CC[C@@H](C2)N3CCOc2ccccc2)cc1 | / | -0.2 | / | 2 | / | / | 0.9 | 0 | 6 | /
Fc1ccccc1Cn1nnc2c(NCc3ccccn3)ncnc21 | 32 | i | -13 | -3 | -0.1 | -12 | / | -1 | 6 | 2
CCN(CC)S(=O)(=O)c1cccc(C(=O)OCC(=O)Nc2ccccc2OC(F)F)c1 | 11 | / | -15 | -2 | 2.6 | -11 | / | 6 | -10 | 0
Cc1ccc(-c2nc(CS(=O)CC(=O)NC3CCCC(C)C3C)c(C)o2)cc1 (stereo not given) | 11 | -0.5 | 4 | -3 | 2.9 | 3 | 1.8 | 39 | 3 | 1
Cc1ccc(C(=O)COC(=O)COc2ccccc2O)cc1C | / | i | 0 | / | 0.4 | 5 | 0.3 | -2 | 4 | /
COc1ccccc1-n1c(SCC(=O)Nc2nnc(C)s2)nc2c(c1=O)SCC2 | -20 | i | -9 | -3 | 0.0 | 1 | / | 1 | 1 | 4
CC1=C(C(=O)Nc2cccc(C)c2C)C(c2cccs2)NC(=S)N1 (stereo not given) | -11 | i | 2 | -2 | 0.6 | -7 | / | 6 | 7 | 6
NC(=O)/C(=C\c1ccccc1)NC(=O)/C=C/c1ccccc1 | -4 | -0.3 | 0 | -4 | -1.2 | -4 | / | 1 | 5 | 0
CCn1c(SCC(=O)N/N=C/c2ccccc2OCC(=O)O)nnc1-c1ccc(C)cc1 | 0 | -0.6 | i | 2 | 0.5 | -1 | -1.2 | 1 | 13 | -2
CCCCCCCCN1[C@@H](CC(=O)OC)c2cc(C(F)(F)F)ccc2S1(=O)=O | / | 0.7 | -12 | 0 | 5.8 | 1 | 2.1 | 35 | 1 | /
COc1c(S(=O)(=O)N2CCN(C)CC2)ccc(Cl)c1Cl | 16 | -0.2 | 2 | -13 | 1.4 | -1 | 0.3 | -2 | -29 | 3
COc1cc(OC)cc(C(=O)OCC(=O)Nc2ccc(N3CCCCC3)cc2)c1 | 15 | -0.5 | 0 | -3 | 1.0 | -5 | / | -5 | 8 | 1
CC(C)n1c(O)c(C=NCc2cccnc2)c(=O)[nH]c1=S | 21 | -0.3 | -3 | -6 | -0.6 | 5 | 1.5 | 1 | -12 | 2
CC(=O)Nc1ccc(S(=O)(=O)NNC(=O)COc2cccc(C)c2)cc1 | 11 | -2.8 | -4 | -1 | 1.4 | -3 | / | 6 | -11 | 2
CN(C)c1ccc(C2SCCN2C(=O)c2ccc([N+](=O)[O-])cc2)cc1 (stereo not given) | 3 | -0.3 | 10 | -2 | -0.6 | -9 | / | 1 | 4 | -4
CCNS(=O)(=O)c1ccc(CCC(=O)Nc2ccc3c(c2)OCCO3)cc1 | 43 | -0.4 | -23 | 0 | -0.9 | -3 | -0.2 | 4 | 8 | 8
C=CCSc1cc(C)nc2c(-c3ccc(Cl)cc3)c(C)nn12 | 6 | -0.2 | -22 | -1 | 0.1 | 4 | 0.6 | 5 | 11 | -5
NC(=O)C1CCN(C(=O)CSCc2ccccc2Cl)CC1 | 5 | -6.0 | -7 | -1 | 0.4 | 6 | / | 4 | 14 | -2
Cn1cc(/C=C(\NC(=O)c2ccccc2Cl)C(=O)N2CCOCC2)c2ccccc21 | 28 | -0.2 | 2 | 1 | -1.0 | -7 | 1.0 | 20 | 14 | 5
O=c1[nH]ncn2cccc12 | 14 | 1.2 | -17 | -1 | -1.3 | -6 | / | 2 | 6 | -2
COc1cc(F)ccc1-c1csc(C(C)(O)c2ccccc2)n1 (stereo not given) | / | -4.5 | / | 0 | / | / | -5.2 | 11 | / | /
CCCC(=O)Nc1nnc(-c2ccc3c(c2)OCO3)s1 | -3 | -0.4 | -4 | 7 | -0.7 | 1 | 0.1 | -1 | -3 | 5
O=C(NCc1ccccc1)C1CCCN(c2nc3ccsc3c(=O)s2)C1 (stereo not given) | -3 | -0.8 | 0 | -2 | -1.3 | -2 | 1.9 | 6 | -12 | -1
Cc1ccccc1S(=O)(=O)NC(=O)C1(C)CCN1C(=O)Cc1cc(F)ccc1F (stereo not given) | / | 1.3 | / | -8 | / | / | -0.8 | 10 | / | /
COc1cc2c(OC)cccc2cc1C(=O)O | 14 | -0.3 | -1 | 3 | 7.1 | 4 | / | 1 | 5 | 4

Some of the entries so far, with tabs.
structure	VHR inh abs	BH1578 lux ind	PriA SSB inh	Anthrax LF inh2	PfHsp40 yeast	Rv3671c inh	TcdB GH inh	Yp Topo-I inh	MazEF act	SARS 3CLpro inh
COc1c(S(=O)(=O)N2CCN(C)CC2)ccc(Cl)c1Cl	16	-0.2	2	-13	1.4	-1	0.3	-2	-29	3
COc1cc(OC)cc(C(=O)OCC(=O)Nc2ccc(N3CCCCC3)cc2)c1	15	-0.5	0	-3	1.0	-5	/	-5	8	1
CC(C)n1c(O)c(C=NCc2cccnc2)c(=O)[nH]c1=S	21	-0.3	-3	-6	-0.6	5	1.5	1	-12	2
CC(=O)Nc1ccc(S(=O)(=O)NNC(=O)COc2cccc(C)c2)cc1	11	-2.8	-4	-1	1.4	-3	/	6	-11	2
CN(C)c1ccc(C2SCCN2C(=O)c2ccc([N+](=O)[O-])cc2)cc1 (stereo not given)	3	-0.3	10	-2	-0.6	-9	/	1	4	-4

More records follow.
SMILES | VHR inh abs | BH1578 lux ind | PriA SSB inh | Anthrax LF inh2 | PfHsp40 yeast | Rv3671c inh | TcdB GH inh | Yp Topo-I inh | MazEF act | SARS 3CLpro inh
CCOC(=O)C1CCCN(Cc2nc(C3CC3)no2)C1 (stereo not given) | 4 | -4.7 | -9 | 6 | -1.5 | -4 | 1.2 | 0 | 3 | 5
COCCNC(=S)NNc1ccccc1[N+](=O)[O-] | 2 | 0.3 | 10 | -2 | 0.3 | -1 | -9.3 | 3 | 7 | 3
C=CCN(C(=O)c1csnn1)C(C(=O)NCc1ccc(F)cc1)c1ccccc1F (stereo not given) | 6 | -3.8 | -4 | -10 | -0.7 | -4 | -2.3 | 5 | 2 | -1
CC(=NNC(N)=O)C1=C(O)C(C(C)C)NC1=O (stereo not given) | / | -0.8 | -11 | 3 | -1.8 | / | 0.5 | 5 | 7 | /
CC1CN(c2ccc([N+](=O)[O-])nc2)CC(C)O1 (stereo not given) | 6 | -0.4 | 1 | 0 | -0.3 | 4 | -1.9 | 9 | -1 | 1
CC(=O)Nc1ccc(-c2ccnc3c2CC(C)(C(=O)Nc2cccc(OC(F)(F)F)c2)O3)cc1 (stereo not given) | / | i | / | -4 | / | / | 0.0 | -2 | / | /
COC(=O)c1cc(Br)c(=O)n(-c2ccccc2F)c1 | 12 | -0.5 | -13 | -2 | 1.0 | 0 | / | -7 | 1 | 4
Brc1ccc(Nc2c3c(nc4ncnn24)CCC3)cc1 | 18 | i | 8 | -1 | -0.7 | 2 | / | -6 | 8 | 4
CCn1cc(/C=C(\NC(=O)c2ccc(OC)cc2)C(=O)NCCCn2ccnc2)c2ccccc21 | / | -4.5 | / | -4 | / | / | -0.1 | 8 | 0 | /
O=C(C1CCCC1)N1CCN(S(=O)(=O)c2cccc(Cl)c2Cl)CC1 | -12 | -1.2 | -7 | -18 | 0.2 | 10 | 0.4 | -2 | -7 | -3
CCCCN(C(=O)c1cc(S(=O)(=O)N2CCCCCC2)ccc1OC)c1ccccc1 | / | -0.9 | -9 | -2 | -0.3 | -2 | -0.1 | 35 | 1 | /
CC(C)Oc1ccc(C(=O)CCN2CCOCC2)cc1 | / | 0.1 | 3 | 0 | -0.3 | 4 | 1.6 | 1 | 1 | /
Cc1ccc(NC(=O)COC(=O)Cc2c(F)cccc2Cl)cc1S(=O)(=O)N1CCOCC1 | / | i | 4 | 5 | 0.5 | 0 | 3.0 | 18 | 0 | /
CC1CCN(C(=O)CSc2nc3c(c(=O)n(C)c(=O)n3C)n2C)CC1 | 38 | -0.6 | -13 | -9 | -0.8 | -7 | -0.1 | 2 | 6 | -1
CCCCNc1ncnc2c1cnn2-c1ccc(C)cc1C | 8 | -0.3 | -16 | 0 | -0.7 | -4 | -1.2 | -4 | 0 | -2
CC1(C)CCC(=O)N(c2ccc(OC(F)(F)F)cc2)C1=O | -7 | -0.3 | 3 | 23 | -0.2 | -2 | 0.4 | 3 | 5 | -2
Cc1ccc(C(=O)Oc2ccc(Cl)c3cccnc23)cc1[N+](=O)[O-] | 23 | -0.2 | -3 | / | 0.1 | 5 | / | 9 | 6 | 3
COc1ccc(NC(=O)COC(=O)Cn2cnc3ccccc3c2=O)cc1OC | 3 | -0.3 | -13 | -4 | 1.2 | 4 | 1.1 | 4 | 1 | 0
C[C@H](CO)N1C[C@H](C)[C@@H](CN(C)C(=O)Nc2ccc3c(c2)OCO3)Oc2c(NS(=O)(=O)c3ccccc3)cccc2C1=O | / | -0.8 | -1 | -2 | 0.5 | 1 | 1.4&0.4 | 9 | -1 | /
CC1CCN(c2ccc3c(c2)S(=O)(=O)c2cccc(C(=O)NC[C@@H]4CCCO4)c2C3=O)CC1 | / | i | 1 | 4 | -2.3 | -17 | 1.4 | 12 | -42 | /
O=C(CN1C(=O)/C(=C/c2ccccc2F)Oc2ccccc21)N1CCN(c2ccccn2)CC1 | 2 | -3.4 | -11 | -2 | 0.6 | -2 | / | 0 | 3 | -1
Cc1[nH]c2ccccc2c1C(=O)COC(=O)c1nccnc1N | / | -1.6 | 3 | 1 | 0.7 | -2 | 1.3 | 2 | -1 | /
O=C(c1ccccc1)c1ccc(Oc2ccc(C(=O)O)c(C(=O)O)c2)cc1 | -36 | 0.8 | -25 | 18 | 0.3 | -1 | -3.5 | -3 | 4 | -1
COc1cc(NC(=O)CC(C)S(=O)(=O)c2ccc3c(c2)NC(=O)CO3)cc(OC)c1OC (stereo not given) | 23 | -0.4 | -2 | -5 | -0.8 | 1 | -0.3 | 2 | -2 | -1
COc1ccc(/C(N)=N/OC(=O)Oc2ccccc2)cc1OC | 5 | -0.4 | / | -8 | -0.6 | 0 | 0.2 | -5 | -7 | -1
O=C(Nc1ccccc1)c1ccccc1N=Cc1cccc(O)c1 | 15 | -0.1 | -10 | 1 | -0.9 | 7 | 0.1 | 6 | -14 | 5
Cc1nn(C)c(NC(=O)c2ccccc2Cl)c1Cl | -5 | -1.0 | 2 | 14 | -0.3 | -10 | 0.7 | -2 | 5 | -1
O=C(Nc1ccncc1)c1cncc(Br)c1 | -18 | i | 1 | -2 | 0.8 | 3 | / | -5 | 6 | -2
COc1ccc(Cc2c(O)nc(SCC(=O)NC(C)(C)C)[nH]c2=O)cc1 | 20 | 1.6 | -2 | -8 | -0.2 | 4 | -0.9 | 6 | -3 | 4
COc1ccc(-c2nc(CSCC(=O)N3CCC4(CC3)OCCO4)c(C)o2)cc1OC | 25 | -0.7 | 0 | -2 | 0.0 | -8 | / | 7 | -6 | -3

Source: PubChem BioAssay
